PV pol inh = poliovirus RdRp elongation inhibitors, primary screen, biochemical, fluorescence polarization, total intensity. Genome polyprotein (Poliovirus type 1 (strain Mahoney)), P03300. poliovirus polymerase elongation; hits give low values. % elongation, % (compound at 16.7 µg/mL). 150,000 compounds, 0.66% hits. AID 588519, 2011; in the data active = % elongation below about 90%; also: some results filed as inactive read as strong as hits
Target sequence (P03300 1749-2209 limits assumed): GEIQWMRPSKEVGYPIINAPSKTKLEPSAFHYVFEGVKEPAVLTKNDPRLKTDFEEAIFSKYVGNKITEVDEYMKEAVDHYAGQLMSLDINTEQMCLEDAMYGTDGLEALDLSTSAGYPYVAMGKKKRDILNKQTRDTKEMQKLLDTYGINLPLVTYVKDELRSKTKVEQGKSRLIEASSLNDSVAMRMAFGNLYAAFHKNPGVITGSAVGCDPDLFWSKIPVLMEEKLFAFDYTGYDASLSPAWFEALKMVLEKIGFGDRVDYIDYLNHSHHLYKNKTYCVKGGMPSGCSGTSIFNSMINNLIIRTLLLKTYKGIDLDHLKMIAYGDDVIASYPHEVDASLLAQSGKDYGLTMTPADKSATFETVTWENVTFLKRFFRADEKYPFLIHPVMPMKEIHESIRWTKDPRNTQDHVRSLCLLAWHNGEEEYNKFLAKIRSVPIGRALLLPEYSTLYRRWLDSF
PV pol inh FP z-score = second read-out of PV pol inh, no call of its own (marks repeat the call); z-score; measured here: FP z-score; hits read low
Starred values were filed as active, the others as inactive. A portion of the library; count on the stated rates, not on these rows.

compound | PV pol inh | PV pol inh FP z-score
Cc1c(C(=O)CSc2ncc(C#N)c(N)n2)c2ccccc2n1C | 102 | -0.4
COc1cc(C=Nc2ccc(C)cc2)ccc1OC(C)=O | 102 | 0
Cc1ccc(S(=O)(=O)c2[nH]c(-c3ccccc3)nc2SCC(N)=O)cc1 | 108 | 0.5
COc1ccccc1CNC(=O)CCCCn1c(=O)c2ccccc2n(CC(=O)Nc2cc(Cl)ccc2C)c1=O | 105 | -0.3
Cc1cc(/C=C(\C#N)C(=O)NCc2cccs2)c(C)[nH]1 | 103 | 0.5
O=C(CCn1c(=O)c2cccn2c2ccc(F)cc21)NCc1ccccc1F | 105 | -0.3
COc1cccc(CNC(=O)CCS(=O)(=O)c2ccc3c(c2)oc(=O)n3C)c1 | 106 | -0.4
N#Cc1cccc(NC(=S)NC2CC2)c1 | 101 | -0.4
N#CCc1ccc(OC(F)F)cc1 | 31* | -6.8*
CCN(CC(=O)NCc1cccs1)C(=O)c1cccc(F)c1 | 111 | 0.3
FC(F)Oc1ccccc1NC(=S)Nc1cccnc1 | 103 | 0.1
Cc1c(S(=O)(=O)O)oc2c1C(=O)C(=O)c1c-2ccc2c1CCCC2(C)C | 87* | -1.4*
Cc1ccc(Cl)cc1N1CCN(C(=O)c2cccn2-c2nnc(N3CCCCC3)s2)CC1 | 105 | -0.4
COc1ccc(S(=O)(=O)n2nnc3ccccc32)cc1C(C)(C)C | 103 | 0.7
CCSc1nc(C)cc(=O)[nH]1 | 100 | -0.3
CCCN(CCC)C(=O)C1=C(C)C(=O)OC12CCCCC2 | 103 | 0.6
COc1cccc(C(=O)N2c3ccc(C)cc3C(C)(c3ccccc3)CC2(C)C)c1 (stereo not drawn) | 104 | 0.2
Cc1ccc(NC(=O)N2CCN(Cc3nc4ccc(C)cc4o3)CC2)cc1 | 104 | -0.4
CS(=O)(=O)c1sc(C(=O)O)c2c1C=CCC2 | 108 | 0.7
Cc1ccc(C(=O)O)o1 | 101 | -0.1
NNc1nc(-c2ccccc2)cc(-c2ccccc2O)n1 | 101 | 0
CCn1c(C(C)Oc2ccc(Cl)cc2)n[nH]c1=S (stereo not drawn) | 103 | 0.3
O=C(NCc1ccccc1)C1CCN(C(=O)c2ccccc2)CC1 | 100 | -0.2
COc1ccc(N2CCN(C(=O)NCc3noc4ccccc34)CC2)cc1 | 106 | 0
CCOc1ncnc2c1cnn2-c1ccccc1 | 103 | 0.2
N#Cc1ccccc1NC(=O)CCCc1ccccc1 | 102 | 0.7
COC(=O)C1=C(C)NC(C)=C(C(=O)OC)C1C(=O)OCc1cccc(S(=O)(=O)N(C)C)c1 | 103 | 0.1
CC(C)(C)N1COc2ccc3c(-c4ccccc4)cc(=O)oc3c2C1 | 103 | 0.4
COc1cc2[nH]c(=O)n(CCCCCC(=O)NC3CCCC3)c(=O)c2cc1OC | 101 | 0.1
CCC1CCCCN1C(=O)Cn1c(=O)n(C2CCCC2)c(=O)c2ccccc21 (stereo not drawn) | 103 | 0.4
CC1CC(C)CN(c2nc3ccccc3c(=O)n2-c2ccc(Cl)cc2)C1 (stereo not drawn) | 102 | 0.1
CNCCOc1ccccc1 | 102 | 0.2
COC(=O)C1CCN(C(=O)COC(=O)Cc2coc3cc(C)ccc23)CC1 | 109 | 1
CCOC(=O)C1CCN(CC(=O)Nc2cc(C)c3c(=O)oc4ccccc4c3n2)CC1 | 115 | 0.7
CSc1ccc(CNC(=O)CCn2ccc3cc(S(=O)(=O)N4CCCC4)ccc32)cc1 | 107 | -0.2
Cc1cc(C)c2nc(N3CCCC(C(=O)NCc4ccccc4F)C3)sc2c1 (stereo not drawn) | 113 | 2
O=C(CN1CCN(c2ccccc2F)CC1)C12CC3CC(CC(C3)C1)C2 | 103 | 0
Cc1ccc(CNC(=O)C2CCCN(S(=O)(=O)c3c(C)n[nH]c3C)C2)cc1 (stereo not drawn) | 99 | -0.6
O=C(Cc1cccc(F)c1)N1CCN(CC(=O)N2CCCC2)CC1 | 101 | -0.1
CCC1CCCCN1C(=O)c1cc(-c2ccc(Cl)cc2)on1 (stereo not drawn) | 102 | 0.1
CNC(=O)c1cc2sc(Cl)cc2n1C | 101 | -0.6
COc1ccc(-c2nsc(NC(=O)c3oc4cc(C)c(C)cc4c3C)n2)cc1 | 99 | -1.8
CC(C(=O)N1c2ccccc2CC1C)N(C)CCOc1ccc(Cl)cc1 (stereo not drawn) | 99 | -0.1
O=C(CC1C(=O)OCCN1Cc1ccccc1)Nc1cccc(C(F)(F)F)c1 (stereo not drawn) | 98 | -2.1
COc1cccc(NC(=O)CSc2nc(-c3ccccc3)nc3c2Cc2cc(Cl)ccc2O3)c1 | 106 | 0.7
O=S(=O)(c1ccc2ccccc2c1)N1CCCCCC1 | 102 | 0
CCc1nc(C)ccc1OCC(=O)O | 102 | 0
CCn1cc(C(=O)OCC(=O)N2C(C)CCCC2C)c(=O)c2cc(F)c(N3CCN(C(C)=O)CC3)cc21 (stereo not drawn) | 100 | 0
Cc1ccc(CNC(=O)CS(=O)(=O)Cc2nc(-c3ccccc3C)oc2C)cc1 | 102 | -0.5
COCCNC(=O)c1c[nH]c2ccc(S(=O)(=O)N3CCc4ccccc43)cc2c1=O | 97 | -1.2
CCOC(=O)c1cc(NC(=O)c2ccoc2C)cc(C(=O)OCC)c1 | 98 | -0.4
CCCN1CCN(C(=O)c2sc3nc4n(c(=O)c3c2C)CCCC4)CC1 | 105 | 0.7
CN1C(=O)/C(=C/c2cccs2)SC1=S | 102 | 0.2
CC(C)c1ccc2oc(-c3ccc(N)cc3)nc2c1 | 112 | 1
O=C(Cn1c(=O)ccc2cc(S(=O)(=O)N3CCCC3)ccc21)NCc1ccc(Cl)cc1 | 110 | 0.6
COc1ccc2c(c1)C(C)CC(C)[N+]2(C)C (stereo not drawn) | 103 | 0.4
CC(C)NC(=O)Cn1c2ccccc2c2cn[nH]c(=O)c21 | 104 | 0.8
O=C(COC(=O)c1ccc(S(=O)(=O)NCc2ccco2)cc1)Nc1ccccc1 | 105 | 0.2
COc1cc2nc(C3CCC3)n(N)c(=O)c2cc1OC | 102 | 0.1
COC(=O)c1cc(=O)n2c(n1)sc1cc(OC)ccc12 | 105 | 0.6

New compounds follow:
compound | PV pol inh | PV pol inh FP z-score
CC1CCCCC1NC(=O)c1cccc2c1SCCC2=O (stereo not drawn) | 102 | -1
COCCNC(=S)N1CCC(NC(=O)Nc2ccc(F)cc2)CC1 | 104 | 0.5
O=C1C(=Cc2ccco2)C(=O)N(c2ccccc2)C(=O)N1c1ccccc1 | 107 | 1.4
CCOC(=O)c1cccc(NC(=O)Cn2c(=O)c3cccn3c3ccccc32)c1 | 116 | 1.7
CCOc1ccc(CNC(=O)CCC(=O)N2Cc3ccccc3Oc3ncccc32)cc1 | 112 | 0.8
COc1cc(OC)cc(C(=O)Nc2cc(C(=O)N3CCCC3)ccc2N2CC3CC(C2)c2cccc(=O)n2C3)c1 (stereo not drawn) | 100 | -0.5
Cc1sc2nc(SCC(=O)NCCCN3CCOCC3)[nH]c(=O)c2c1C | 102 | 0
Cc1cc(-c2nc(C)c(-c3nnc(SCC(=O)Nc4ccccc4)n3C)s2)no1 | 107 | 0.8
O=C(Nc1ccc(F)cc1F)c1ccc(-n2cnc3cccnc32)cc1 | 107 | -0.2
Cc1cc(C)n(C(C)CC(=O)Nc2ccc(Cl)cc2C)n1 (stereo not drawn) | 102 | -0.9
CCNC(=S)N/N=C/C1=CCC2CC1C2(C)C (stereo not drawn) | 102 | 0.2
CCNc1nnc(CSc2nc3ccccc3s2)s1 | 104 | 0.2
CN(C)c1ccc(Nc2cc(N3CCC(=O)CC3)c3noc4c3c2C(=O)c2ccccc2-4)cc1 | 103 | 0.6
CCN1C(=O)C(C(=O)O)C(=O)c2ccccc21 (stereo not drawn) | 105 | 0.1
Cc1cccc(NS(=O)(=O)c2nnc(NC(=O)C3CCCCC3)s2)c1 | 111 | 0.6
CC(OC(=O)C1CC1)C(=O)Nc1cccc(Cl)c1 (stereo not drawn) | 108 | 0.5
O=C(CSc1nc2ccccc2o1)NC(=O)NC1CCCC1 | 102 | -0.3
N#CCc1ccc(NC(=O)CSCc2ccccc2)cc1 | 100 | 0.2
Cc1cc(C)n2c3c(c(C#N)c2n1)CCCC3 | 102 | 0.1
CCOC(=O)c1oc2ccccc2c1CN(C)CCc1ccccc1 | 101 | -0.3
CCCN1CCN(CCCNC(=O)c2cnn(-c3ccc(F)cc3)c2-n2cccc2)CC1 | 110 | 0.5
COc1ccc(NC(=O)Cn2ccn(-c3ccccc3)c(=O)c2=O)cc1 | 108 | 0.3
Cn1c(SCC(=O)Nc2ccc(F)cc2)nc2c([nH]c3ccccc32)c1=O | 102 | -0.1
O=C(c1cc2ccccc2oc1=O)N1CCN(c2ccc(F)cc2)CC1 | 107 | 0.4

Entries of single compounds from above. Order of values: PV pol inh, PV pol inh FP z-score
`O=C(c1cc2ccccc2oc1=O)N1CCN(c2ccc(F)cc2)CC1` is listed as 107, 0.4
`N#CCc1ccc(NC(=O)CSCc2ccccc2)cc1` is listed as 100, 0.2
`Cc1cccc(NS(=O)(=O)c2nnc(NC(=O)C3CCCCC3)s2)c1` is listed as 111, 0.6
`CCN1C(=O)C(C(=O)O)C(=O)c2ccccc21` (stereo not drawn) is listed as 105, 0.1

Next compounds follow.
compound | PV pol inh | PV pol inh FP z-score
COc1ccc(-c2cn3nc(N4CCCC(C(=O)NCc5ccccc5C)C4)sc3n2)cc1 (stereo not drawn) | 107 | -0.2
CCN(c1ccccc1)S(=O)(=O)c1ccc(NC(=O)c2cc(=O)c3cc(C)cc(C)c3o2)cc1 | 105 | -0.5
COc1ccc(-c2noc(N(C)CC(=O)Nc3ccc(Oc4ccccc4)cc3)n2)cc1 | 103 | 0.3
O=C(/C=C/c1ccccc1)Nc1nnc(-c2ccc3c(c2)CCCC3)o1 | 98 | -1.6
CCN1CCN(CC(=O)c2ccc(C)cc2)CC1 | 103 | -0.5
O=C(CCc1nnc2n(Cc3ccccc3Cl)c(=O)c3ccccc3n12)Nc1ccc(F)cc1 | 101 | -1
CCC(=O)Nc1ccccc1-c1nc2ccccc2n(C(CC)C(=O)Nc2cccc(C(C)=O)c2)c1=O (stereo not drawn) | 110 | 0.5
CCC(C)c1ccc(NC(=O)CSc2ncn[nH]2)cc1 (stereo not drawn) | 98 | -2.1
CC1CCN(c2ccc(-c3cccc(NS(=O)(=O)c4ccc(Cl)s4)c3)nn2)CC1 | 109 | 0.6
Cc1ccc(-n2ncc3c(NCCc4ccc(S(N)(=O)=O)cc4)ncnc32)cc1 | 112 | 0.8
CCN(CC)S(=O)(=O)c1cc(C(=O)Nc2ccccc2C)ccc1C | 102 | 0.2
C=CCn1c(=S)sc2c(=O)n(CC(=O)Nc3ccc(C)c(C)c3)cnc21 | 105 | 0.2
COc1cc(/C=C(\C#N)C(=O)OC(C)(C)C)cc(OC)c1 | 102 | 0.2
CCSc1ncc(Cl)c(C(=O)NCc2ccccc2)n1 | 103 | 0.2
N#Cc1c(-c2ccccc2)cc2c(c1N)c(=O)oc1ccccc12 | 98 | -0.9
CCCSCCCNC(=O)C1CCN(c2nn3cc(-c4ccc(F)cc4)nc3s2)CC1 | 101 | -1.5
O=C1CSC(=O)N1CCOc1ccc(F)cc1 | 102 | 0.1
CCCn1nc(C(=O)NCC2COc3ccccc3O2)c2ccccc2c1=O (stereo not drawn) | 106 | 0.5
CCC(C)(C)n1nnnc1C(c1ccccc1)N1CCc2ccccc2C1 (stereo not drawn) | 96 | -1.4
Nc1c(C(=O)N/N=C/c2ccc3c(c2)OCO3)cnn1-c1ccccc1 | 104 | 0.8
O=C(c1ccc2c(c1)OCCO2)N1CCCSC1=Nc1ccccc1 | 104 | -0.3
O=C(CN1CCCCCC1=O)OCc1ncc(-c2ccccc2)o1 | 96 | -1.3
CCn1nc(-c2ccccc2)nc2c(=O)n(C)c(=O)nc1-2 | -4 | -15
O=C(CSc1nc2c([nH]c3ccccc32)c(=O)n1-c1ccccc1)N1CCCC1 | 110 | 0.7

Arranged by count of non-hydrogen atoms (rising): some entries from above
compound | PV pol inh | PV pol inh FP z-score
O=C1CSC(=O)N1CCOc1ccc(F)cc1 | 102 | 0.1
CCSc1ncc(Cl)c(C(=O)NCc2ccccc2)n1 | 103 | 0.2
CCn1nc(-c2ccccc2)nc2c(=O)n(C)c(=O)nc1-2 | -4 | -15
O=C(CN1CCCCCC1=O)OCc1ncc(-c2ccccc2)o1 | 96 | -1.3

Carrying on:
compound | PV pol inh | PV pol inh FP z-score
CN1C(=O)/C(=C/c2ccccc2)NC1=S | 103 | 0.7
C=CCn1c(N)cc(=O)nc1SCC(=O)NC(C)c1ccccc1 (stereo not drawn) | 100 | -0.4
Cc1ccc(C)c(NC(=O)CSC2=Nc3ccccc3N=C(c3ccc(F)cc3)C2)c1 | 102 | -1
CC(C)Nc1cc(N2CCN(Cc3ccc4c(c3)OCO4)CC2)c2noc3c2c1C(=O)c1ccccc1-3 | 75 | -4.3
COc1cccc(CNC(=O)CCc2c(C)c3cc4c(C)coc4c(C)c3oc2=O)c1 | 106 | -0.5
O=C1C2CCCN2C(=O)N1c1ccc(Br)cc1 (stereo not drawn) | 103 | 0.4
CCCCNS(=O)(=O)c1ccc2nc(-c3cccnc3)cc(C(=O)NCCC)c2c1 | 107 | 0.3
O=C(Nc1ccc2c(c1)OCO2)c1ccc(Br)o1 | 99 | -0.5
Cc1ccc(NC(=O)c2cn3c4c(ccc(Cl)c4c2=O)OC(C)C3)cc1C (stereo not drawn) | 110 | 0
